SNCA expr inh: reduces expression of the alpha-synuclein gene; HEK-293 SNCA-luciferase knock-in, luminescence, 24 h; Potency, µM (series often up to 57.2 µM), for inactives: at the top dose activity change, negative = inhibition, hits mostly inhibitors; 0.17% of 140,000 active; AID 1671194;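 also: potency is read from the fitted curve at half-maximal effect; plate controls were DMSO cells for no effect and cell-free wells for full effect; nearly all actives have a fitted effect of over 45% in size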
GPT2 inhibitor: inhibitors of human GPT2 alanine aminotransferase. Q8TD30. Recombinant GPT2, coupled pyruvate oxidase/HRP Amplex Red fluorescence. Potency, µM (series often up to 57.7 µM), for the others: top-dose activity change, negative = inhibition, most hits filed as inhibitors. 0.25% of 100,000 active. AID 1671188; also: potency is read from the fitted curve at half-maximal effect; nearly all actives have a fitted effect of over 60% in size; many of its hits are not listed in these tables
Target sequence (Q8TD30 whole entry, looked up): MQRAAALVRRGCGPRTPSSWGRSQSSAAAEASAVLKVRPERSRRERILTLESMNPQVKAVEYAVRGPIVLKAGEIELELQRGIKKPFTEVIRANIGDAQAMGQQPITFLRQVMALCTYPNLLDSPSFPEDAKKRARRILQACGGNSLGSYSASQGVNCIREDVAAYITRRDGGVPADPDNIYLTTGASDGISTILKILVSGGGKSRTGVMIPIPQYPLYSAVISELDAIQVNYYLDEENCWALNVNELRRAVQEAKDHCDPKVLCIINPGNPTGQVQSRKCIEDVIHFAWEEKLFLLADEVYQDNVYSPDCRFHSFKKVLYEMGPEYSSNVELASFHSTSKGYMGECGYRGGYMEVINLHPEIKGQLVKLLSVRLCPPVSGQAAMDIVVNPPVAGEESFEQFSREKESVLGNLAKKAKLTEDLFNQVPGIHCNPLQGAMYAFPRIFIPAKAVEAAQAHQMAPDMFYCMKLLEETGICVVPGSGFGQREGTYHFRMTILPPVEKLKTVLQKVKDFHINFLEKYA
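Fluorescence read-out: pyruvate from GPT2 turnover coupled to pyruvate oxidase, HRP and Amplex Red (0.2mM ThPP, 0.2U/mL PO and HRP, 50uM Amplex final). Substrates 250uM a-KG, 2mM L-alanine; enzyme 10ng/uL; 30 min RT.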
Luciferase inh: blocks purified firefly luciferase enzyme activity. P08659. purified P. pyralis luciferase, luminescence, biochemical. Potency, µM (titrated, usually from 115 µM), without a hit: top-dose activity change, negative = inhibition, hits mostly inhibitors. 2.5% of 76,000 active. AID 1347043; also: potency is read from the fitted curve at half-maximal effect; nearly all actives have a fitted effect of over 65% in size
Target sequence (P08659 whole entry, looked up): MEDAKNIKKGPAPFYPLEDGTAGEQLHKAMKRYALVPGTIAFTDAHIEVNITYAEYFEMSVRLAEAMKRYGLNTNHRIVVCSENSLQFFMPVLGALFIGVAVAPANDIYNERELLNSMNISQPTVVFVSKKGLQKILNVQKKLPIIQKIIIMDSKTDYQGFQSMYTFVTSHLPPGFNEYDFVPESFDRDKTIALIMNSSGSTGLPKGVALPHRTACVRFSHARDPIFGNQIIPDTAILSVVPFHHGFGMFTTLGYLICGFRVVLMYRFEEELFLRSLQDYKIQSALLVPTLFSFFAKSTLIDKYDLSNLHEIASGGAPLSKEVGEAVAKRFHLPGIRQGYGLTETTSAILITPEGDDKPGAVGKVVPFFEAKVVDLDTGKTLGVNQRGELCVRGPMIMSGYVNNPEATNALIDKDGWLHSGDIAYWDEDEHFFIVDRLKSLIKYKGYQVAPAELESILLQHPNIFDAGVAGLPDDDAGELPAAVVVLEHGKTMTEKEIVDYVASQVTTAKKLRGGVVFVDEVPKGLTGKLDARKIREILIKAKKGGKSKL
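Luminescence read by CCD imaging after purified firefly luciferase (10nM final) was added to substrate buffer holding 10uM D-luciferin and 10uM ATP, pH 7.5, pre-dosed with compound.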
IP6K1 inh: inhibitors of human IP6K1. AID 1645851. 0.81% of 140,000 active. activity change, % (series mostly up to about 58 µM). IP6K1 kinase, ADP-Glo luminescence, 2 h; stronger effect = lower value. Q92551; in the data active = activity change below about -25%
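ADP-Glo luminescence measures ADP made by human IP6K1 during a 2 h RT reaction with ATP/IP6 (mix at 1.3 mM/130 uM); top library doses 57.5 and 19.1 uM final.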
HEK293 tox: cytotoxic compounds in HEK 293 cells; HEK 293 viability, ATP luminescence (CellTiter-Glo), 48-72 h; Potency, µM (doses to about 115 µM), for inactives: at the highest dose activity change, negative = cytotoxicity, actives largely listed as inhibitors; 6.6% of 94,000 active; AID 1345083; also: potency is read from the fitted curve at half-maximal effect; nearly all actives have a fitted effect of over 60% in size
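250 HEK 293 cells/well; compound by pintool; incubated 48 or 72 hr at 37 degree Celsius; CellTiter-Glo added, 10 min RT, luminescence imaged.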
3T3 cytotox: NIH 3T3 cell cytotoxicity. NIH 3T3 viability, CellTiter-Glo ATP luminescence, 48-72 h. Potency, µM (titrated, usually from 96.7 µM), inactives show at the top dose activity change, negative = cytotoxicity, hits mostly inhibitors. 4.3% of 94,000 active. AID 1345082; also: potency is read from the fitted curve at half-maximal effect; nearly all actives have a fitted effect of over 55% in size
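Cytotoxicity was measured by CellTiter-Glo ATP luminescence after 48 or 72 h compound exposure at 37 °C. Mouse NIH 3T3 fibroblasts were seeded at 400 cells/well and dosed by 23 nL pin transfer.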
HEK293 viab: cell viability loss counter-screen. HEK-293-SNCA-luc viability, GF-AFC fluorescence, 24 h. Potency, µM (series often up to 57.1 µM), for the others: at the top dose activity change, negative = cytotoxicity, most hits filed as cytotoxic. 0.12% of 150,000 active;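 also: potency is read from the fitted curve at half-maximal effect; 0% = DMSO-treated cells and -100% = medium-only wells without cells; nearly all actives have a fitted effect of over 30% in size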
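Cytotoxicity counterscreen: after 24 h compound treatment of genome-edited SNCA-luciferase HEK-293 cells, live-cell protease substrate GF-AFC read by fluorescence after 30 min; activity scaled between DMSO (0%) and medium-only (-100%), curves Hill-fitted.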
The depositor's hits bear a star; i = inactive; u = inconclusive; x = no result given; [ ] = another dose, or the depositor's remark. Unless noted, calls follow the shape of the dose curve; as a rule, active = well fitted curve in the direction sought with a large enough effect; inconclusive = small, poorly fitted or top-dose-only effect, or another doubt; inactive = no such curve, though single readings can be large; an effect the other way counts as inactive or inconclusive. Unless noted, % is scaled to controls: 0 for no effect and ±100 for the full control effect. A portion of the library. The share of hits here may be higher or lower than overall.

SMILES	SNCA expr inh	GPT2 inhibitor	Luciferase inh	IP6K1 inh	HEK293 tox	3T3 cytotox	HEK293 viab
COc1ccc(C2(C(=O)N3CCN(C(=O)N4CC5CC(C4)[C@H]4CCCC(=O)N4C5)CC3)CC2)cc1 (some centres not stated)	2%	i	0%	3	-9%	u	9%
CCOc1ccccc1C(=O)N1CC(=O)Nc2ccc(Cl)cc2C1c1ccccc1 (configuration not stated)	u	x	x	-24	x	x	-24%
COCCn1c(=O)c(C(=O)N2CCN(C(=O)c3cccc(OC)c3)CC2)nc2cccnc21	-20%	-34%	x	13	-2%	u	10%
O=C(NCCn1cc(SCc2ccc(Br)cc2)c2ccccc21)c1cccs1	u	x	x	28	x	x	-10%
CCC(=O)N1Cc2ccccc2CC2(CCN(Cc3ccc(OC)cc3)C2)C1 (configuration not stated)	5%	i	x	-5	u	-14%	-5%
Cc1cc(Nc2cccc(C(F)(F)F)c2)ncn1	-1%	x	x	-3	x	x	1%
Cc1nc(-c2cn(C3CCCN(C(=O)c4ccc(C#N)cc4)C3)nn2)no1 (configuration not stated)	1%	i	10%	5	0%	-12%	11%
COCCc1noc([C@@H]2CC(F)(F)CN2C(=O)c2cc(C)on2)n1	15%	-3%	-2%	-7	-10%	i	0%
COc1ccccc1-c1cccc(C(=O)N2CCC[C@H]2C(=O)NCc2cccs2)c1	-19%	i	x	-10	79µM*	-24%	-3%[12.5 µM]
CCCNC(=O)C(NC(=O)CC(C)C)C1CCN(C(=O)c2ccc3c(c2)OCO3)CC1 (configuration not stated)	-13%	-1%	-6%	2	-11%	-17%	12%
N#Cc1ccc(CN2CCC3(CC2)CNc2ccccc2[S+](=O)([O-])N3)cc1	-14%	i	-9%	16	u	-29%	-5%
CN1CCCC2(CCN(C(=O)Cc3c[nH]c(=O)n(C)c3=O)C2)C1=O (configuration not stated)	-17%	-14%	-7%	-7	-3%	i	0%
Cc1ccc(NC(=O)C2CCN(S(=O)(=O)c3c(C)noc3C)CC2)cc1	-6%	x	x	19	x	x	4%
CC(=O)N1c2ccccc2CC1C(=O)N1CCN(c2ccccc2F)CC1 (configuration not stated)	15%	x	x	16	x	x	-5%
CCCCNC(=O)c1ccc2c(c1)NC(=O)C(CS(=O)(=O)Cc1cccc(C)c1)N2 (configuration not stated)	5%	x	x	13	x	x	16%
CC(=O)OCC(=O)[C@@]12OC(C)(C)O[C@H]1C[C@H]1[C@@H]3C[C@H](F)C4=CC(=O)C=C[C@]4(C)[C@@]3(F)[C@@H](O)C[C@@]12C	23%	-9%	x	x	x	x	0%
O=C(NCc1ccc(F)cc1)c1ccc(Nc2nc3ccccc3n3nnnc23)cc1	28%	x	x	-3	x	x	-6%
Cc1cn2nc(C(=O)NCc3cccc(Cl)c3)cc2c(=O)[nH]1	0%	i	u	-4	-1%	-12%	-2%
COc1cccc([S+](=O)([O-])N2CCC3CC(=O)NCCC3C2)c1 (configuration not stated)	-16%	-4%	x	-9	i	i	-15%
COc1ccc2c(c1)c(CN1CCCCCCN(C)C(=O)[C@@H]3CCC[C@@H]31)cn2C	u	i	-3%	0	35µM*	28µM*	u
Cc1cccc(-c2nc3ccc(C(=O)NC4CC4)cc3o2)n1	u	-4%	x	-16	45µM*	u	3%
Cc1ccc(CNc2nc(-c3ccco3)nn2S(=O)(=O)c2ccc3ccccc3c2)cc1	-8%	x	x	-11	x	x	1%
COc1ccc(OC)c(S(=O)(=O)N2CCn3c(nn(CC4CC4)c3=O)C2)c1	6%	i	-4%	-1	14%	i	-3%
COc1ccc2[nH]c3c(c2c1)CCNC31CCN(C(=O)C2CCC2)CC1	-29%	i	6%	12	-31%	-29%	4%[12.5 µM]
COc1cccc(N2CCN(c3nc(C(=O)NCc4ccccc4F)cs3)CC2)c1	-25%	u	-9%	-5	45µM*	u	-19%
COc1ccc(-c2cc(N3CCCN(C(=O)c4ccc(F)c(Cl)c4)CC3)n[nH]2)cc1	21%	-20%	-5%	8	u	u	-3%
CCOc1cccc(NC(=O)CSc2ncc(-c3ccc(Cl)cc3)[nH]2)c1	-8%	x	x	-13	x	x	u
CC(=O)N1CCC(C(=O)NCC(=O)N2CCCCCCNC(=O)CC2c2ccccc2)CC1 (configuration not stated)	14%	i	0%	10	-3%	i	-3%
O=C(c1csc(-c2cccs2)n1)N1CCCC1c1nc2ccccc2[nH]1 (configuration not stated)	3%	i	14%	4	-19%	-23%	-17%
CCn1cc(CN2CC(Oc3ccc(-c4noc(-c5cccnc5)n4)cc3)C2)cn1	-15%	i	6%	17	u	u	-10%
COc1ccc(CCNC(=O)CNC(=O)c2cccc(-c3ccsc3)c2)cc1	5%	i	x	1	u	-9%	-6%
COC[C@@H]1CN(Cc2ccc(C)cn2)C[C@H]1C(=O)NC1CC1	-22%	-1%	2%	-2	-2%	1%	-14%
O=C(NCc1cccc(F)c1)C1CCCN1C(=O)c1cccc(-c2cccnc2)c1 (configuration not stated)	x	x	x	-12	u	-26%	x
CCOc1ccc(CCNC(=O)C2=C(C)C(=O)OC23CCC(C)CC3)cc1OCC (configuration not stated)	37%[activator]	x	x	-6	x	x	13%
CCOc1ccc(Nc2ncncc2-c2nc(-c3ccccc3)no2)cc1	3%	2%	6%	1	i	i	5%
Cc1cccc(NS(=O)(=O)c2ccc3c(c2)CCN3C(=O)CCC(=O)O)c1C	-1%	x	x	-14	x	x	15%
CCSc1ncc(Cl)c(C(=O)Nc2ccc(S(=O)(=O)N3CCCCC3)cc2)n1	u	x	x	-8	x	x	-7%
CCCCN(CC)C(=O)Cn1c(=O)n(-c2ccc(OCC)cc2)c(=O)c2c3c(sc21)CCC3	-3%	x	x	-33*	x	x	4%
CN(C)C(=O)c1n[nH]c2c1CN(C(=O)CCc1ccccc1)CC2	u	4%	-14%	27	-14%	-2%	-3%
O=C(Cc1ccccc1)N1CCc2c(nc(-c3ccccc3)[nH]c2=O)C1	-13%	i	-12%	33	-17%	-10%	1%

Ordered by SMILES length (falling): part of the list above.
SMILES	SNCA expr inh	GPT2 inhibitor	Luciferase inh	IP6K1 inh	HEK293 tox	3T3 cytotox	HEK293 viab
COc1cccc(N2CCN(c3nc(C(=O)NCc4ccccc4F)cs3)CC2)c1	-25%	u	-9%	-5	45µM*	u	-19%
CCOc1cccc(NC(=O)CSc2ncc(-c3ccc(Cl)cc3)[nH]2)c1	-8%	x	x	-13	x	x	u
COC[C@@H]1CN(Cc2ccc(C)cn2)C[C@H]1C(=O)NC1CC1	-22%	-1%	2%	-2	-2%	1%	-14%

Some entries already given with just HEK293 viab, GPT2 inhibitor and 3T3 cytotox:
mol	HEK293 viab	GPT2 inhibitor	3T3 cytotox
O=C(NCc1cccc(F)c1)C1CCCN1C(=O)c1cccc(-c2cccnc2)c1 (configuration not stated)	x	x	-26%
CCOc1ccc(CCNC(=O)C2=C(C)C(=O)OC23CCC(C)CC3)cc1OCC (configuration not stated)	13%	x	x
CCOc1ccc(Nc2ncncc2-c2nc(-c3ccccc3)no2)cc1	5%	2%	i
Cc1cccc(NS(=O)(=O)c2ccc3c(c2)CCN3C(=O)CCC(=O)O)c1C	15%	x	x
CCSc1ncc(Cl)c(C(=O)Nc2ccc(S(=O)(=O)N3CCCCC3)cc2)n1	-7%	x	x
CCCCN(CC)C(=O)Cn1c(=O)n(-c2ccc(OCC)cc2)c(=O)c2c3c(sc21)CCC3	4%	x	x

Next section:
SMILES	SNCA expr inh	GPT2 inhibitor	Luciferase inh	IP6K1 inh	HEK293 tox	3T3 cytotox	HEK293 viab
COCCN(Cc1cccs1)C(=O)CN1CC2CC(C1)[C@H]1CCCC(=O)N1C2 (some centres not stated)	-17%	i	7%	-8	6%	-4%	-2%
CCOc1ccccc1NC(=O)C(NS(=O)(=O)c1ccc2c(c1)CCC(=O)N2)c1ccccc1 (configuration not stated)	22%	x	x	1	x	x	16%
COc1ccc(C)cc1NC(=O)CN(C)S(=O)(=O)c1ccc2c(c1)CCCN2C(C)=O	21%	x	x	5	x	x	11%
Cc1ccc([S+](=O)([O-])N2CCC(C(=O)N3CCC(N4CCOC4=O)CC3)CC2)cc1	22%	5%	x	-5	i	2%	6%
Cc1ccc(/C=C/c2onc(C)c2S(=O)(=O)N2CCC(C(=O)NCc3ccc(C)o3)CC2)cc1	14%	x	x	-1	x	x	9%
COc1cccc([S+](=O)([O-])N2CCC3(COc4ccccc4C(=O)N3)C2)c1 (configuration not stated)	12%	i	1%	20	u	u	2%
COC(=O)c1ccc2c(=O)n(CCCCCC(=O)N3CCN(c4cccc(C)c4C)CC3)c(=O)[nH]c2c1	-25%	x	x	4	x	x	u
CCOC(=O)c1ccc(Nc2nc3ccc(C(=O)c4ccccc4)cc3n3c(C)nnc23)cc1	-8%	x	x	-15	x	x	3%
COc1ccc2c(c1)C=C1Cn3c-2c(C2CCCCC2)c2ccc(cc23)C(=O)NS(=O)(=O)N(C)CCOCCN(C)C1=O	x	-10%	x	-4	x	x	-8%
COc1ccc(C(=O)N2CCCN(c3cc(-c4ccc(F)cc4)[nH]n3)CC2)cc1	1%	i	0%	-3	u	u	-3%
Cc1ccc(C(=O)CC2(O)C(=O)N(CCc3ccccc3)c3ccc(Cl)cc32)cc1 (configuration not stated)	u	x	x	0	x	x	u
CCn1cc(C(=O)N2CCCCCCNC(=O)CC2)cn1	-27%	i	5%	1	2%	-7%	-1%
CCOc1cc(=O)n2c(c1C(=O)N1CCOCC1)CCCCC2	4%	1%	6%	-16	-1%	i	5%
CCOc1ccc(CCNC(=O)c2cc3c(=O)oc4ccc(C)cc4c3s2)cc1OCC	-3%	x	x	10	x	x	4%
Cc1cccc(CC2C(=O)Nc3ccccc32)c1 (configuration not stated)	u	x	x	11	x	x	2%
COC[C@@]12CN(C(=O)c3ccccc3)C[C@@H]1C(C)(C)COc1ccc(OC)cc12	x	x	x	3	u	-21%	x
Cc1ccc(S(=O)(=O)Nc2cccn3nc(C4CCC4)nc23)cc1	-6%	i	-5%	15	u	u	1%
Cc1ccc(NC(=O)C2CCN(c3nn4cc(-c5ccc(C)cc5)nc4s3)CC2)cc1	62%[activator]	x	x	-4	x	x	u
O=C(c1ccncc1)N1CCC2(CCCCO2)CC1	10%	-13%	1%	7	i	i	3%
CCOC(=O)C1CCCN(S(=O)(=O)c2ccc3c(c2)oc(=O)n3C)C1 (configuration not stated)	29%	x	x	-9	x	x	-10%
Cc1cc(C(=O)N2CCN(c3ccccc3F)CC2)c2c(C)nn(-c3ccccc3)c2n1	-11%	x	x	8	x	x	4%
Nc1c(-c2nc(-c3ccncc3)no2)nnn1CC(=O)Nc1ccccc1	-3%	x	x	-7	x	x	24%
CCn1ncc(CN2CCCCCNC(=O)[C@@H]3CCC[C@@H]32)c1C	-4%	3%	3%	-7	i	-2%	-2%
Cc1ccc(S(=O)(=O)NCCn2c(C)cnc2C2CCC2)cc1F	21%	-13%	10%	-6	u	-19%	-3%

Screens deposited in PubChem by National Center for Advancing Translational Sciences (NCATS).
